p53 reactivation – re-activators of mutant p53. H1299 p53-A138V BP100-luciferase reporter, luminescence, 24 h. Potency, µM (titrated, usually from 92.2 µM), for the others: top-dose activity change, positive = activation, most hits filed as activators. hit rate 0.063% among 320,000; further: potency means the concentration at half of the fitted maximal effect; % of control where 0% means no effect; nearly all actives have a fitted effect of over 45% in size
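H1299 (p53-null), stable ts p53-A138V + BP100-Luc; 1000 cells/well, Opti-MEM/10% FBS; cpd 4 pt, 1:5; 24 h, 37 deg C, 5% CO2; detection reagent 10 min RT; luminescence.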
PKM2 act – increases activity of human pyruvate kinase M2. P14618. purified PKM2, Kinase-Glo ATP luminescence, activation; response scale: 0% is enzyme alone, no compound. Potency, µM (doses to about 57.5 µM), for the others: at the top dose activation, hits mostly activators. hit rate 0.34% among 260,000. AID 1631; further: potency means the concentration at half of the fitted maximal effect; on the % scale 0 is the no-effect control and ±100 the full control effect; nearly all actives have a fitted effect of over 55% in size
Target sequence (P14618 whole entry, looked up): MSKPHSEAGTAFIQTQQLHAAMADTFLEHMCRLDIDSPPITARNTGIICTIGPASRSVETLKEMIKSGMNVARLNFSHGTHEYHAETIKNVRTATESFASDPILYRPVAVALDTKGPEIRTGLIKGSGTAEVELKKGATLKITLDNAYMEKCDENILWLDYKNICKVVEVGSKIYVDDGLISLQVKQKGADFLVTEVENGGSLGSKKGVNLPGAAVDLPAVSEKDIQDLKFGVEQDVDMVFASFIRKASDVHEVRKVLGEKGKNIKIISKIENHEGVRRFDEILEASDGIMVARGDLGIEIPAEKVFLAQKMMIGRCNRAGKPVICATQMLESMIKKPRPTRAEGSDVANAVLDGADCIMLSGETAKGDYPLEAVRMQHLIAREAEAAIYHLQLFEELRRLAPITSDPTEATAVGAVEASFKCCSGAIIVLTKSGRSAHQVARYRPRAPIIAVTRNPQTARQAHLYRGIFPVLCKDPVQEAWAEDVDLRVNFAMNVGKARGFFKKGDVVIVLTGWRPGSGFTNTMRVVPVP
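Kinase-Glo luminescence reports ATP generated from ADP (0.1 mM) and PEP (0.5 mM) by purified hPK-M2 after 1 h at room temperature, pH 7.2 imidazole buffer; intermediate enzyme activity allows detecting inhibitors and activators.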
Giardia killer – kills Giardia lamblia | Giardia lamblia trophozoite viability | hit rate 0.15% among 340,000 | activity change, % at 7.66 µM, hits read low; in the data active means activity change below about -80%; inconclusive means between about -30% and that limit;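 further: parasites exposed to compound for two days anaerobically before the ATP read; on the % scale 0 is the no-effect control and ±100 the full control effect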
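Giardia trophozoites, 100 cells per well, were exposed to compounds for 48 hrs at 37 deg C under anaerobic conditions; viability was then read as ATP content by bioluminescence after 15-30 min at room temperature.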
ELG1 genotox – inducers of genotoxicity in HEK293T ELG1-luciferase cells; HEK293T ELG1-luciferase reporter, luminescence, 16 h; hit rate 1.3% among 330,000; AID 504466; Potency, µM (series often up to 46 µM), for the others: at the top dose activity change, positive = activation, most hits filed as activators; further: potency means the concentration at half of the fitted maximal effect; % of control where 0% means no effect; nearly all actives have a fitted effect of over 60% in size
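ELG1-luciferase HEK293T cells, 2,000/well; compound pinned in; 16 hr, 37 °C, 5% CO2; ONE-Glo, 30 min RT; luminescence on CCD imager.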
NPC1 prom act – activators of NPC1 promoter. Huh7 NPC1 promoter luciferase reporter, 24 h. Potency, µM (series often up to 9.22 µM), inactives show at the highest dose activation, hits mostly activators. hit rate 2.4% among 320,000;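 further: potency means the concentration at half of the fitted maximal effect; % of control where 0% means no effect; nearly all actives have a fitted effect of over 60% in size; reporter is driven by a mutant NPC1 promoter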
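Stably transfected Huh7 (NPC1 promoter→luciferase), 1500 cells/well in Opti-MEM + 10% FBS, 2 h settle, then compound 24 h at 37 °C. Luminescence after 10 min with Amplite reagent.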
VP16 counter – counter-screen for ROR gamma inhibitors: Gal4-VP16 reporter | Drosophila S2 Gal4-VP16 UAS-luciferase, luminescence, 20 h | Potency, µM (series often up to 53.6 µM), inactives show top-dose activity, negative = inhibition, actives largely listed as inhibitors | hit rate 3.5% among 310,000;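 further: Gal4-VP16 expression switched on by copper sulfate through the metallothionein promoter; potency means the concentration at half of the fitted maximal effect; on the % scale 0 is the no-effect control and ±100 the full control effect; nearly all actives have a fitted effect of over 50% in size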
Menin-MLL TR inh – inhibitors of human menin-MLL interaction, mutant MLL peptide. hit rate 0.23% among 270,000. Potency, µM (series often up to 61.6 µM), without a hit: top-dose FP activity change, negative = inhibition, hits mostly inhibitors. Menin + Texas Red MLL mutant peptide, fluorescence polarization. O00255; active means well fitted inhibition curve with a large enough effect in the polarisation, with a control signal flat, not every such curve was filed as active; inconclusive means small, poorly fitted or top-dose-only effect, or effect the other way, or a change in a side signal; inactive means no such curve, though single readings can be large or run the other way; the % refers to the polarisation; further: potency means the concentration at half of the fitted maximal effect; % of control where 0% means no effect; many of its hits are not listed in these tables
BRCA1 expr act – activators of BRCA1 expression; MCF7-BRCA1-FFLuc reporter, luminescence, 48 h; response scale: scaled: vehicle 0%, 10 µM genistein 100%; Potency, µM (top dose mostly 46.1 µM), inactives show at the top dose activation, most hits filed as activators; hit rate 1.1% among 380,000; AID 624202; further: potency means the concentration at half of the fitted maximal effect; nearly all actives have a fitted effect of over 80% in size; some results filed as inactive show a strong effect at the top dose
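Reporter cells (MCF7, BRCA1 promoter-firefly luciferase) received library compounds across a concentration series for 48 h. End-point luminescence was measured and concentration-effect curves derived after normalization.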
RORgamma inh – blocks mouse ROR gamma transcriptional activity | Drosophila S2 Gal4-RORgamma UAS-luciferase reporter, 20 h | Potency, µM (doses to about 53.6 µM), for the others: at the top dose activity change, negative = inhibition, usual class: inhibitors | hit rate 5.4% among 310,000 | AID 2551; further: potency means the concentration at half of the fitted maximal effect; on the % scale 0 is the no-effect control and ±100 the full control effect; nearly all actives have a fitted effect of over 60% in size
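Stably transfected Drosophila Schneider cells are the test system, with ROR gamma fused to Gal4 and luciferase under UAS control; luminescence is read after 20 hr of 700 uM copper sulfate induction at ambient temperature.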
Rab9 promoter act – activates the Rab9 promoter; Huh7 Rab9 promoter-luciferase reporter, luminescence, 24 h; Potency, µM (doses to about 9.22 µM), for the others: at the top dose activation, negative = inhibition, actives largely listed as activators; hit rate 2.8% among 320,000; AID 485297; further: potency means the concentration at half of the fitted maximal effect; % of control where 0% means no effect; nearly all actives have a fitted effect of over 60% in size
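Stable Rab9-luc Huh7, 1500 cells/well, 2 h settle; cmpd in DMSO, 24 h, 37 °C/5% CO2; luciferase reagent 10 min RT; luminescence.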
FLuc modulator – firefly luciferase modulation, counter-screen for miR-21 project; P08659; AID 588342; Potency, µM (doses to about 57.5 µM), without a hit: top-dose activity change, negative = inhibition, most hits filed as inhibitors; hit rate 6.9% among 360,000; purified FLuc, Km substrates, luminescence inhibition;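 further: potency means the concentration at half of the fitted maximal effect; plate controls were vehicle for no effect and reference inhibitor for full effect; nearly all actives have a fitted effect of over 55% in size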
Target sequence (P08659 whole entry, looked up): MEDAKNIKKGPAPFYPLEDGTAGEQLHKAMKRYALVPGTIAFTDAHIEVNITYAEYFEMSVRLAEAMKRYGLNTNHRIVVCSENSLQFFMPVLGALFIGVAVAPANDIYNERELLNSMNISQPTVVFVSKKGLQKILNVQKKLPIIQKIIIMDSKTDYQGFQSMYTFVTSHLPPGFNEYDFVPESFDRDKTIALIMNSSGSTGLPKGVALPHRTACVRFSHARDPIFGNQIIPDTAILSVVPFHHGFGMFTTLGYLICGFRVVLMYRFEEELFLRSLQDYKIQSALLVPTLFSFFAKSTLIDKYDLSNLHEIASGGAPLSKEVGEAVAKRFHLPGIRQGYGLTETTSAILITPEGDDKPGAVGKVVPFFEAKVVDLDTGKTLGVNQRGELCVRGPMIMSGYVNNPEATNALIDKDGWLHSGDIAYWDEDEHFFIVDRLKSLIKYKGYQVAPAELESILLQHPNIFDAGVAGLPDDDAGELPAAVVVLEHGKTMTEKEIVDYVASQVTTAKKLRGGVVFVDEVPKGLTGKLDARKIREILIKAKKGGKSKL
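Purified P. pyralis luciferase, 10 nM final, with Km-level 10 uM D-luciferin and 10 uM ATP in 50 mM Tris acetate pH 7.5, 10 mM Mg acetate, 0.01% Tween-20, 0.05% BSA; 6-point qHTS titration about 60 µM downward; luminescence read.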
* marks the source's active call; other numbers are inactive results; u = inconclusive; x = no result given; & = joins results of further samples; [ ] = dose if it differs, or a comment. Unless noted, the call rests on the fitted dose curve; in most records, active means well fitted curve in the direction sought with a large enough effect; inconclusive means small, poorly fitted or top-dose-only effect, or another doubt; inactive means no such curve, though single readings can be large; an effect the other way counts as inactive or inconclusive.

SMILES | p53 reactivation | PKM2 act | Giardia killer | ELG1 genotox | NPC1 prom act | VP16 counter | Menin-MLL TR inh | BRCA1 expr act | RORgamma inh | Rab9 promoter act | FLuc modulator
Cc1ccc(N(C(=O)c2csnn2)C(C(=O)NC2CCCCC2)c2ccccn2)cc1 (configuration not stated) | -6.4% | -1.3% | -9.9 | -0.5% | -3.6% | -9.2% | 2.9% | -36.5% | -1.0% | 2.6% | 6.3%
Cc1cc(NCc2ccco2)nc2cc(O)ccc12 | 4.9% | -3.9% | 13.6 | 5.5% | 0.3% | 4.4% | 0.1% | 16.3% | 8.9% | 0.0% | -5.5%
COc1ccccc1[C@]1(C)ON(c2ccccc2C(F)(F)F)C1=O | -1.3% | x | -2.3 | -3.3% | -11.8% | x | x | -2.5% | x | 2.0% | 4.1%
O=C(Cc1ccc(S(=O)(=O)N2CCOCC2)s1)OCc1ccc(Cl)cc1 | 0.7% | x | -2.7 | 0.6% | -4.8% | x | x | -3.4% | x | 0.7% | 4.6%
CCCCCCCN(C(=O)CCl)c1ccccc1C | -45.2%[inhibitor] | 3.7% | -4.5 | -8.7% | -13.1% | u | -17.0% | -16.6% | u | -12.5% | -1.0%
CCN(CC(=O)N1CCCCCC1)S(=O)(=O)c1ccc(C)cc1 | 0.5% | 1.4% | 27.5 | 0.3% | 2.3% | 17.7% | 2.0% | -6.4% | 12.8% | -2.0% | -1.5%
CCOC(=O)C(=O)Nc1ncc(Cl)s1 | -1.4% | 1.9% | 0.7 | -0.5% | -0.9% | -2.6% | x | 7.6% | -1.6% | 3.7% | -14.5%
O=C(N/N=C/c1ccc([N+](=O)[O-])o1)C(=O)Nc1ccc(C(=O)O)cc1 | 3.7% | -1.4% | -2.4 | -2.8% | 2.4% | 4.3% | x | 1.9% | 3.8% | -3.6% | -6.1%
CCN1CCN(CC(=O)Nc2ccc(N(C)C)cc2)CC1 | x | -3.4% | -5.0 | -0.4% | -1.4% | -5.3% | 6.0% | -3.3% | -1.8% | 0.3% | 2.7%
Cc1ccnc(NCn2nnc3ccccc32)c1 | 0.4% | -9.2% | -18.0 | 0.1% | -8.2% | -1.3% | 2.0% | 13.7% | 1.0% | -4.0% | 0.2%
CS(=O)(=O)c1nc(S(=O)(=O)c2ccc(Cl)cc2)c(N2CCOCC2)s1 | -3.1% | x | 7.5 | -9.2% | 0.7% | 16.4% | x | -32.0% | -34.2% | -5.0% | 0.7%
CCNC(=O)COC(=O)CCC(=O)c1cccs1 | -5.2% | -6.6% | -2.3 | 1.7% | 10.1% | u | -4.0% | -23.8% | 36.6% | 0.7% | -2.5%
COC(=O)c1ccc(-c2noc(CN3CCCC(CNC(C)=O)C3)n2)cc1 (configuration not stated) | 1.4% | 1.8% | 9.9 | -2.9% | -0.1% | 3.2% | -11.1% | -7.5% | 19.1% | 0.3% | -3.3%
O=C(COC(=O)c1ccc(F)c(S(=O)(=O)N2CCOCC2)c1)c1ccc(Br)cc1 | 7.3% | x | -17.2 | -0.2% | -0.6% | x | x | -8.4% | x | -3.1% | u
COc1ccc(Br)c(C(=O)NNC(=O)c2ccc(NS(=O)(=O)c3cccs3)cc2)c1 | -8.2% | x | 9.4 | -0.9% | -3.3% | x | x | -11.5% | x | -1.5% | -1.5%
CC1CCN(CC(=O)Nc2ccccc2C#N)CC1 | -6.0% | 0.7% | 0.5 | 11.6% | -0.2% | x | 5.2% | -5.6% | -18.7%[0.365 µM] | -2.3% | 3.2%
C=CCNC(=S)N1CCN(C2CCCCC2)CC1 | 0.2% | 3.0% | -3.1 | -0.9% | 0.2% | 1.3% | x | -14.2% | -15.6% | 1.6% | 7.3%
CCc1nc2ccccc2c(=O)n1NC(=O)c1c(O)c2ccccc2n(CC)c1=O | -3.2% | -21.7% | -5.2 | -8.7% | -0.7% | -8.1% | u | -38.7% | u | -1.3% | 3.9%
CCCOc1ccc(-c2c(C(=O)N/N=C(\C)c3cccs3)nnn2-c2nonc2N)cc1 | 3.1% | x | -14.0 | 15.4% | -6.9% | -6.0% | x | -16.1% | -15.7% | -7.8% | 2.9%
CCc1ccc(-n2cccc2/C=C2/C(=N)N3C(=NC2=O)SN=C3S(C)(=O)=O)cc1 | 0.6% | -2.7% | 3.6 | 0.0% | -2.6% | 5.1% | u | -12.2% | 1.5% | 2.5% | 16.9µM*
COc1ccc(N2CCN(C(=O)CCNC(=O)c3ccccc3)CC2)cc1 | 13.6% | 23.9% | 11.7 | 0.0% | -3.8% | 0.5% | -11.7% | -31.5% | 18.7% | 0.0% | 2.4%
O=C1c2ccccc2C(O)N1c1ccccc1 (configuration not stated) | x | 1.1% | -0.6 | 6.1% | 0.7% | 6.9% | 9.0% | 35.0% | 18.2% | 0.1% | 1.1%
O=C(NC1CCCCC1)C1CCCN1C(=O)NCc1ccccc1 (configuration not stated) | -5.0% | 0.5% | 4.9 | 8.7% | -1.2% | x | 11.0% | 12.6% | 21.9%[0.365 µM] | -4.7% | -1.2%
CC(=O)OC[C@H]1O[C@@H](n2ncc(=O)[nH]c2=O)[C@H](OC(C)=O)[C@@H]1OC(C)=O | 4.1% | -5.2% | -9.7 | -12.7% | -4.9% | -0.5%&-7.6% | -19.8%&-8.8% | 8.1% | -1.4%&-21.5% | 1.4% | -2.0%
CC(NS(=O)(=O)c1ccc(OCC(=O)N2CCOCC2)c(Cl)c1)c1ccccc1 (configuration not stated) | -4.6% | -0.6% | -6.1 | 2.1% | -0.2% | -11.5% | -18.1% | -15.7% | 1.3% | 2.0% | 7.0%
O=C(NC1CCCCCCC1)c1ccccc1-c1ccccc1 | -1.8% | 1.7% | -16.6 | -0.6% | -5.3% | 3.1% | -17.2% | -17.7% | 4.5% | -7.3% | 3.0%
CCN1C(=NCCc2cccnc2)N[C@@H](c2ccccc2)C(C(=O)OC)=C1C | 22.3% | 0.2%&2.3% | -13.7 | -0.1% | 1.2%&1.3% | -2.8%&-7.3% | -17.7%&-5.2% | 7.0% | -1.2%&-18.3% | 1.2%&4.6% | 1.2%&0.7%
COC(=O)CCC(=O)Nc1cc(S(=O)(=O)Nc2ccc(Cl)cc2)ccc1N1CCOCC1 | -4.9% | -2.2% | 5.1 | -0.5% | 0.5% | 5.6% | 3.3% | -18.5% | 42.8% | -2.0% | 0.8%
Cc1cc(C)n(-c2nc(NCC3CCCO3)c3c4c(sc3n2)COC(C)(C)C4)n1 (configuration not stated) | 17.9% | -5.8% | 5.9 | -11.6% | 2.4% | 3.16µM* | -10.6% | 0.2% | 2.82µM* | 13.6% | u
NC(=O)NC(=O)COC(=O)CCSc1ccccc1 | 1.7% | 1.5% | 14.9 | -0.7% | -4.6% | -0.3% | 4.6% | -17.8% | -0.5% | 0.5% | 2.7%
CCOC(=O)N1CCC(N2Cc3cccc(C(=O)Nc4cccc(F)c4)c3C2=O)CC1 | -1.2% | -8.3% | 14.7 | -12.6% | -11.1% | -3.3% | 13.5% | 14.3% | 5.2% | -0.3% | -8.2%
NC(=O)C1CCN(c2ccc([N+](=O)[O-])cc2Cl)CC1 | 4.9% | x | -14.1 | 1.3% | -0.6% | 8.7% | 1.6% | -0.7% | 12.8% | 7.3% | 1.5%
CN(C)CCCN(Cc1cc2cc3c(cc2[nH]c1=O)OCCO3)C(=O)NC1CCCCC1 | -0.5% | -0.5% | 2.4 | 1.9% | 0.4% | 5.6% | x | -27.6% | 5.7% | -3.9% | 1.1%
COc1ccc(CC(=O)N/N=C/c2cccn2-c2ccc([N+](=O)[O-])cc2)cc1OC | 0.3% | u | 33.6[activator] | -2.3% | 0.8% | 1.4% | 0.8% | -16.1% | 37.2% | -3.4% | 3.5%
COc1ccc(NC(=O)CN2C(=O)CSc3ccc(S(=O)(=O)N4CCC(C)CC4)cc32)cc1 | -8.1% | x | -3.1 | 3.1%[9.26 µM] | -0.9% | 2.3% | 32.8%[activator] | -16.8% | -3.4% | -0.2% | 2.1%
Cc1ccc(C2(C)NC(=O)N(CC(=O)Nc3ccc(-c4nc5ccc(C)cc5s4)cc3)C2=O)cc1 (configuration not stated) | u | -4.3% | -1.7 | u | 1.78µM* | -24.3% | x | 66.7% | u | u | 2.39µM*
CCc1ccc(OCC(=O)Nc2ccc(CN3CCCCC3)cc2)cc1 | -5.2% | 2.3% | 3.3 | 4.0% | -2.9% | 9.8% | -6.2% | 0.6% | 30.0% | -1.2% | 2.2%
COc1cccc(/C=C/C(=O)OCC(=O)Nc2cccc(S(=O)(=O)N3CCCCC3)c2)c1OC | -0.4% | 3.8% | -10.2 | 5.9% | -1.0% | -8.6% | 15.5% | -6.7% | u | -13.8% | u
CC1CN(CCn2cnc3c(N)ncnc32)CC(C)O1 (configuration not stated) | -0.5% | -0.3% | 8.7 | 0.3% | -1.7% | 1.3% | x | 0.1% | -2.2% | 1.7% | -0.4%

Assay outcomes as filed in PubChem BioAssay.

Only part of the results is shown, so the mix of outcomes need not match the whole.
